Lipid storage S3 = qHTS Assay for Lipid Storage Modulators in Drosophila S3 Cells; Drosophila S3 cells, BODIPY lipid droplet fluorescence, 18-24 h; cells fed with added oleic acid; lipid storage change, negative = inhibition, % at the top dose, mostly 46.1 µM; hits show Potency in µM; 0.64% of 320,000 active; AID 2685, 2010; active = well fitted inhibition curve with a large enough effect in the signal ratio, with a control signal flat, not every such curve was filed as active; inconclusive = small, poorly fitted or top-dose-only effect, or effect the other way, or a change in a side signal; the % refers to the signal ratio
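Laser-scanning cytometry quantifies lipid droplet accumulation (500–530 nm total intensity; droplet/cell object ratio) in oleic acid-fed (400 uM added) Drosophila S3 cells treated with a concentration series. 20 uM Triacsin C defined 100% inhibition.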
Lipid storage S3 cell count max = also measured in Lipid storage S3; calls as there; cell number change, %; measured here: cell count max response;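 cells counted by Cell Tracker Red CMTPX staining in the red channel; peak over a dose series mostly up to 46.1 µM; percent activity relative to internal control wells on each plate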
The depositor's hits bear a star; i = inactive; u = inconclusive; x = not tested or not shown; [ ] = dose if it differs, or a comment. % is set by controls: 0 for no effect and ±100 for the full control effect; potency is the fitted concentration of half-maximal effect. An excerpt (hit frequency here may not be typical).

Sample of the layout:
The line under a structure holds: Lipid storage S3 | Lipid storage S3 cell count max
COC(=O)CNC(=O)c1cc(OC)cc(OC)c1
  0% | 7
Cc1ccc(S(=O)(=O)Nc2nc(C)c(NC(=O)Nc3ccc(Cl)cc3Cl)s2)cc1
  -15% | x

The whole of this part (from the top)
The line under a structure holds: Lipid storage S3 | Lipid storage S3 cell count max
COC(=O)CNC(=O)c1cc(OC)cc(OC)c1
  0% | 7
Cc1ccc(S(=O)(=O)Nc2nc(C)c(NC(=O)Nc3ccc(Cl)cc3Cl)s2)cc1
  -15% | x
O=C(CSc1ncnc2c1nnn2-c1ccc(F)cc1)NCC1CCCO1 (stereo not given)
  u | x
COc1cc(-c2nc3sc(C)c(C)c3c(=O)o2)cc(OC)c1OC
  u | x
O=C(CCNc1ccc(F)cc1)c1cccc([N+](=O)[O-])c1
  u | x
COc1ccc(NS(=O)(=O)c2cnc[nH]2)cc1
  u | x
c1csc(C(c2nnnn2C2CCCCC2)N2CCN(c3nc4ccccc4s3)CC2)c1 (stereo not given)
  7% | 1
CCOCCCNS(=O)(=O)c1ccc(NC(=O)N2c3ccccc3Sc3ccccc32)cc1
  -7% | -21
COc1ccccc1CCNC(=O)c1cc(-c2ccccn2)nc2ccccc12
  u | x
COc1ccc2nc(NC(=O)CN(C)S(=O)(=O)c3cccs3)sc2c1
  u | x
COc1ccc(NC(=O)COc2ccc(-n3cnnn3)cc2)cc1OC
  u | x
Cc1ccc(C(=O)N2CCN(CCNC(=O)C(=O)Nc3ccc(Cl)cc3)CC2)cc1
  u | x
O=C(O)c1ccc2c(=O)n3c(nc2c1)/C(=C/c1ccccc1OC(F)F)CC3
  u | x
CCCN=Cc1ccc(O)cc1
  i | x
CCCCOc1ccc(CC2CCC(=O)NC2=O)cc1 (stereo not given)
  -17% | -4
N#Cc1ccc(CN(c2ccncc2)S(=O)(=O)c2ccccc2)cc1
  i | -1
Cc1cccc(C)c1NC(=S)N1CC(C)OC(C)C1 (stereo not given)
  u | x
Cc1ccc(CCN2CC(C(=O)NC(C)C)CC2=O)cc1 (stereo not given)
  2% | 26
NC(=O)[C@H](Cc1cc2ccccc2s1)NC(=O)[C@@H]1CC2(CC(c3cccc(NC(=O)[C@@H]4CCC(=O)N4)c3)=NO2)CN1C(=O)/C=C/c1c(F)cccc1Cl (stereo not given in full)
  -14% | -11
O=C1NC(NS(=O)(=O)c2ccccc2)(C(F)(F)F)C(=O)N1Cc1cccnc1 (stereo not given)
  3% | 5
COC(=O)c1sc(NC(=O)c2cccc([N+](=O)[O-])c2)c(C(N)=O)c1C
  u | x
COc1cc(/C=C/C(=O)O)cc(S(=O)(=O)NCCCO)c1OC
  u | x
COC(=O)Nc1ccc(S(=O)(=O)N2CCCC(C(=O)N3CCCCC3)C2)cc1 (stereo not given)
  u | x
Cc1cc(F)ccc1N1CCC(N2CCN(C)C(CCO)C2)CC1 (stereo not given)
  u | x
CCCCNS(=O)(=O)c1ccc2nc(SCC(=O)c3ccc(C#N)cc3)[nH]c2c1
  u | x
Cc1cccc(CC(=O)OCn2nnc3ccccc3c2=O)c1
  29% | x
Cc1cc(C(C)(C)C)ccc1OCCN(C)C
  u | x
Cc1cc(NC(c2ccc(Cl)cc2)c2ccc3cccnc3c2O)no1 (stereo not given)
  u | x
O=C(Nc1ccc(-n2cnnn2)cc1)C1CCC1
  -5% | -12
CCCCOC(=O)C1=C(C)Nc2ncnn2C1c1cccc(OC)c1 (stereo not given)
  u | x
O=C(c1cc2cc(F)ccc2[nH]1)N1CCN(c2ccc(F)cc2)CC1
  u | x
Cc1ccc(SCCC(=O)N(C)C)cc1
  u | x
COc1ccc(C(=O)OCC(=O)NCc2ccc3c(c2)OCO3)cc1[N+](=O)[O-]
  17% | -2
CCOc1cc(CNc2ncc(-c3ccc(OC)cc3)n2C)ccc1O
  u | x
COc1ccc(NC(=O)/C(C#N)=C\c2ccc(-c3cc(C(=O)O)ccc3C)o2)cc1
  17% | 8
O=C(NC1CC1)c1ccc(CS(=O)(=O)c2c(Cl)cccc2Cl)o1
  u | x
COC(=O)C1=C(C)N(C(C)c2ccccc2)C(=O)/C1=C\c1ccco1 (stereo not given)
  u | x
O=C1CC(c2ccco2)CC(O)=C1C=Nc1cc(Cl)ccc1O (stereo not given)
  u | x
Cc1ccc2c(cnn2C(=O)CCC(=O)NCc2ccccc2Cl)c1
  8% | 2
N#Cc1c(SCc2ccccc2)sc(C(=O)c2ccccc2)c1N
  u | x
O=C(NCc1ccc(C(F)(F)F)cc1)C1CC(c2cccc(F)c2)=NO1 (stereo not given)
  12% | -17
COc1ccc(CNC(=O)CCS(=O)(=O)Cc2cccc(Cl)c2)c(OC)c1
  u | x
COc1ccc(NC(=O)COc2coc(CN3CCc4ccccc43)cc2=O)cc1
  -6%[0.0737 µM] | 1
C=CCN(C(=O)c1csnn1)C(C(=O)NC1CCCC1)c1ccccc1 (stereo not given)
  i | 15
Cc1ccc(NC(=O)COC(=O)[C@H](C)NC(=O)c2ccccc2)cc1S(=O)(=O)N1CCOCC1
  u | x
COc1ccc(CNC(=O)C(c2ccco2)N(Cc2ccccc2)C(=O)Cc2cccs2)cc1 (stereo not given)
  -6% | -5
Cc1ccc(C)c(SCc2noc(C(=O)NCC3CCCO3)c2C(=O)O)c1 (stereo not given)
  0% | -2
S=C(NCCc1ccccc1)Nc1nccs1
  u | x
CCN1C(=O)CC(NCc2ccc(S(N)(=O)=O)cc2)C1=O (stereo not given)
  -19% | -8
COc1ccccc1NC(=O)C1CCCN(c2ncnc3c2nc2n3CCCCC2)C1 (stereo not given)
  i | -13

Next entries follow:
The line under a structure holds: Lipid storage S3 | Lipid storage S3 cell count max
Clc1ccccc1Sc1ccc(-c2ccccn2)s1
  7% | 19
COC(=O)C(C(=O)OC)=C(/C=C/N(C)C)N(C)C
  u | x
Cc1ccc(C(=O)/C=C2\NCCNC2=O)cc1
  11% | -2
COc1ccc(NC(=O)c2nnn(Cc3ccc(SC)cc3)c2N)c(OC)c1
  u | x
CCCCc1nnc(NC(=O)CS(=O)(=O)Cc2ccccc2)s1
  i | 17
CC(C)CC(=O)Nc1nnc(S(=O)(=O)N(C)c2ccc(Cl)cc2)s1
  u | x
CN(C)CCN(C(=O)c1ccc2c(c1)OCCO2)c1nc2c(Cl)cccc2s1
  u | x
Cc1cc(C)n2nc(S(=O)(=O)NC3CCCCC3)nc2n1
  u | x
O=C(c1cc(S(=O)(=O)N2CCCCC2)ccc1F)N1CCCCC1
  u | x
CCOc1ccc(C2c3[nH]c4ccccc4c3C[C@H]3C(=O)N(C4CCN(Cc5ccccc5)CC4)CC(=O)N23)cc1OC (stereo not given in full)
  6% | -1

Sorted by molecular weight (lowest first): some entries from above.
The line under a structure holds: Lipid storage S3 | Lipid storage S3 cell count max
Cc1cccc(C)c1NC(=S)N1CC(C)OC(C)C1 (stereo not given)
  u | x
COc1cc(/C=C/C(=O)O)cc(S(=O)(=O)NCCCO)c1OC
  u | x
O=C(NC1CC1)c1ccc(CS(=O)(=O)c2c(Cl)cccc2Cl)o1
  u | x
COc1ccc(C(=O)OCC(=O)NCc2ccc3c(c2)OCO3)cc1[N+](=O)[O-]
  17% | -2
CN(C)CCN(C(=O)c1ccc2c(c1)OCCO2)c1nc2c(Cl)cccc2s1
  u | x
CCCCNS(=O)(=O)c1ccc2nc(SCC(=O)c3ccc(C#N)cc3)[nH]c2c1
  u | x

The list continues:
The line under a structure holds: Lipid storage S3 | Lipid storage S3 cell count max
O=C(NCc1ccc2c(c1)OCO2)c1cccc(F)c1
  u | x
CC(C)C(c1nnnn1Cc1ccco1)N1CCC(C(N)=O)CC1 (stereo not given)
  0% | -12
CC(Oc1ccc(C(C)(C)C)cc1)c1ccnc2nc(/N=C/N(C)C)nn12 (stereo not given)
  u | x
COc1ccc(-c2csc(N(CCc3ccc(OC)c(OC)c3)C(=O)COc3ccccc3)n2)cc1
  u | x
Cc1onc(-c2ccccc2Cl)c1C(=O)NCc1ccc(F)cc1
  2% | -27
Cc1[nH]c2ccccc2c1/C=N/NC(=O)c1ccc(N)cc1
  4% | -16
N=c1n(CCN2CCCCC2)c2ccccc2n1CC(=O)c1ccc(Cl)c(Cl)c1
  u | x
O=C(CSc1ccccc1C(=O)O)NC1CCCCCCC1
  i | 14
CCC(C)[C@H](NC(=O)N1CCn2c1nc1ccccc12)C(=O)NCc1ccccc1 (stereo not given in full)
  i | x
NS(=O)(=O)c1ccc(CNC(=O)c2ccccn2)cc1
  -3% | 3

Shown with the structure last: entries from further up
| Lipid storage S3 | Lipid storage S3 cell count max | smiles |
| --- | --- | --- |
| 0% | -12 | CC(C)C(c1nnnn1Cc1ccco1)N1CCC(C(N)=O)CC1 (stereo not given) |
| u | x | CC(Oc1ccc(C(C)(C)C)cc1)c1ccnc2nc(/N=C/N(C)C)nn12 (stereo not given) |
| u | x | COc1ccc(-c2csc(N(CCc3ccc(OC)c(OC)c3)C(=O)COc3ccccc3)n2)cc1 |
| 2% | -27 | Cc1onc(-c2ccccc2Cl)c1C(=O)NCc1ccc(F)cc1 |
| 4% | -16 | Cc1[nH]c2ccccc2c1/C=N/NC(=O)c1ccc(N)cc1 |
| u | x | N=c1n(CCN2CCCCC2)c2ccccc2n1CC(=O)c1ccc(Cl)c(Cl)c1 |

New compounds follow.
The line under a structure holds: Lipid storage S3 | Lipid storage S3 cell count max
COc1ccccc1CC(=O)Nc1ccc(O)cc1C(=O)O
  14% | 0
CC(=O)c1cccc(CN2CCN(Cc3ccc(F)cc3)C(CCO)C2)c1 (stereo not given)
  30% | 6
COc1ccc(NC(=O)CSc2nnc(C3CC3)n2C)cc1S(=O)(=O)N1CCOCC1
  u | x
COc1ccc(Nc2cc(C)nc3ccc(OC)cc23)cc1
  u | x
Cc1ccc(C)c(NC(=O)c2ccc3nccnc3c2)c1
  u | x
Cn1cc(Cl)c(C(=O)OCC(=O)Nc2cccc(Cl)c2)n1
  u | x
COC(=O)CSc1nc(C)cc(N2CCOCC2)n1
  u | x
O=S(=O)(Nc1cccc2ccccc12)c1ccccc1
  7% | 7
Cc1c(NS(=O)(=O)c2cc(C(=O)OCC(=O)N3CCC(C)CC3)ccc2Cl)c(=O)n(-c2ccccc2)n1C
  u | x
COc1cc(NC(=O)c2cccc([N+](=O)[O-])c2C)ccc1NC(=O)c1ccco1
  u | x
CC1(c2ccc(OCC#N)cc2)C=C(c2ccc(OCC#N)cc2)n2nc(C(F)(F)F)nc2N1 (stereo not given)
  -11% | -2
COC(=O)CCCNC(=O)c1ccc2oc(CCCc3ccccc3)nc2c1
  u | x
COc1ccc(C2C(C#N)=C(N)Oc3c2oc(CO)cc3=O)c(OC)c1OC (stereo not given)
  13% | 10
COc1ccc(CNC(=O)C(=O)NC2CCC(C)CC2)cc1 (stereo not given)
  7% | 9
CCCC(=O)Nc1ccc(N2CCN(C(=O)c3cccs3)CC2)cc1
  u | x
CC(=O)C1=C(O)C(=O)N(Cc2ccccc2)C1c1cccc([N+](=O)[O-])c1 (stereo not given)
  u | x
Cc1cc(S(=O)(=O)NCc2ccco2)c(C)cc1Cl
  u | x
Cc1ccn2cc(CCNC(=O)C3CC=CCC3C(=O)O)nc2c1 (stereo not given)
  u | x
CCOc1nc(NC(C)C)nc(NC(C)C)n1
  -6% | -8
COC(=O)COc1ccc2c(=O)c(Oc3ccccc3)c(C)oc2c1
  22% | -9
O=C(Nc1cc(S(=O)(=O)N2CCOCC2)ccc1N1CCCC1)C1COc2ccccc2O1 (stereo not given)
  u | x
CC(=O)Nc1ccc(C2(c3ccc(NC(C)=O)cc3)NC(=O)c3ccccc32)cc1
  i | 11
CC1C2C(c3ccccc3)N(C)C(=O)N(C)C2N(C)C(=O)N1C (stereo not given)
  u | x
Cc1cc(C(=O)CN2C(=O)NC3(CCCCC3)C2=O)c(C)n1C
  i | x
O=c1cc(NS(=O)(=O)c2ccccc2)nc(SCc2ccc(Cl)cc2)[nH]1
  -16% | -3
COc1ccc(C2=NOC(C(=O)N3CCN(C(=O)c4ccco4)CC3)C2)cc1OC (stereo not given)
  u | x
CCOC(=O)c1[nH]c(C)c(CCC(=O)O)c1C
  u | 19
CCOC(=O)[C@@H]1[C@H]2COc3ccccc3[C@@H]2N2C(=O)N(c3cccc(C)c3)C(=O)[C@]12C
  u | x
COc1cccc(C2NC(=O)NC(C)=C2C(=O)OCC2CCCCC2)c1 (stereo not given)
  u | x
Cc1ccc(Cn2nnnc2CN2CCC(c3nc4ccc(Cl)cc4[nH]3)CC2)cc1
  u | x
NS(=O)(=O)c1ccc(CNC(=O)CCSCCC(=O)NCc2ccc(S(N)(=O)=O)cc2)cc1
  u | x
O=C(Nc1c2c(nn1-c1ccc([N+](=O)[O-])cc1)CS(=O)(=O)C2)c1cccs1
  i | x
CCN(CC)c1ccc(NC(=O)c2cccc(F)c2)c(C)c1
  -12% | -7
Cc1csc(=O)n1CCC(=O)OCC(=O)NCc1ccc(F)cc1
  30% | -7
O=C(O)CCC(=O)Nc1cccc(C(=O)Nc2cccc(Cl)c2)c1
  21% | -1
CN(CC(=O)Nc1ccccc1Cl)CC(=O)Nc1ccccc1[N+](=O)[O-]
  u | x
NS(=O)(=O)c1ccc(CCNC(=O)[C@@H]2CCCN2S(=O)(=O)c2ccccc2F)cc1
  -13% | 20

High-throughput results from PubChem BioAssay.
